# Thrombin inh: human alpha-thrombin inhibitors, primary screen, counter-screen for coagulation protease inhibitor project, biochemical, 1536-well, fluorogenic AMC substrate; Prothrombin (Homo sapiens), P00734; Boc-VPR-AMC fluorogenic substrate cleavage; inhibition, % at 5 µM; hit rate 0.26% among 220,000;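 active = inhibition at or above 40%; inactive = inhibition below 40%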;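 also: 0% = enzyme with no compound and 100% = wells without enzyme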
#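 Material: human alpha-thrombin protein; Also added: Boc-VPR-AMC substrate, 15 µM final; Timing: enzyme reaction carried out at room temperature; Signal: fluorescence, ex 355 nm, em 460 nm; Measure: % inhibition of thrombin; Controls: enzyme without compound as high, wells lacking enzyme as low.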
# Furin inhibitor: human furin inhibitors, primary screen, biochemical, fluorescence intensity | purified furin, fluorogenic substrate cleavage | hit rate 0.061% among 220,000 | P09958 | AID 463115, 2010 | inhibition, % at 30 µM; in the data active = inhibition above about 25%; also: inactives centre near -15
# Target sequence (P09958 108-714 limits assumed): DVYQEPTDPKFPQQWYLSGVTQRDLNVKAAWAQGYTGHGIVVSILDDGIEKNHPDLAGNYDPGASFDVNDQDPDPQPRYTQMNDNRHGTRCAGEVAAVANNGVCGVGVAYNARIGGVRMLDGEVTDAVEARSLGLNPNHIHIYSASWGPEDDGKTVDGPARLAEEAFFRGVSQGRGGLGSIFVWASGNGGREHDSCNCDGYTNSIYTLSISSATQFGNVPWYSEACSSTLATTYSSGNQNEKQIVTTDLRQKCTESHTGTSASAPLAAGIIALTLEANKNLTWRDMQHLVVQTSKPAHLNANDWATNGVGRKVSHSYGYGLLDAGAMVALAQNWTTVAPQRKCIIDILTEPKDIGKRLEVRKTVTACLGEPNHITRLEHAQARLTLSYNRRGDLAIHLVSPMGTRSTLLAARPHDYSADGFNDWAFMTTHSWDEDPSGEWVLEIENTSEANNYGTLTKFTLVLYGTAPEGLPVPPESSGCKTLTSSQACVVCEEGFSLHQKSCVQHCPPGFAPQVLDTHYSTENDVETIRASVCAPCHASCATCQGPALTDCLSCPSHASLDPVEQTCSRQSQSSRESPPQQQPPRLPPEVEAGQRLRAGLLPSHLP
# KCC2 mod: KCC2 cotransporter modulators, thallium flux, primary screen, cell-based, HEK293 KCC2, FluoZin-2 fluorescence, MLSMR; hit rate 2.2% among 190,000; Solute carrier family 12 member 5 (Homo sapiens), Q9H2X9; B-score of Tl+ flux slope (higher = more flux/activation; lower = inhibition) at 10 µM; KCC2 cells, thallium flux FluoZin-2 fluorescence;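 active = thallium flux slope and its plate-corrected score both differing from the plate sample mean at a set confidence after two filtering rounds, in either direction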;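 also: slope of fluorescence scaled to starting intensity during 10 to 20 s after thallium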
# TRPML3 agonist: human TRPML3 channel agonists, primary screen, cell-based, HEK293 TRPML3-YFP, Fluo-8 calcium fluorescence, 3 µM; Mucolipin-3 (Homo sapiens), Q8TDD5; 100% = the carbachol control signal; activation, % at 3 µM; hit rate 0.29% among 220,000;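 active = activation above its plate's cutoff, the mean activation of the plate's test wells plus 3 SD, cut at about 12% in these data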;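 also: 0% = DMSO only wells and 100% = carbachol wells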
#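 Test system: TRPML3-YFP stable HEK293 cells. Doses: single point at 3 µM. Incubation: dye loading 1 h 37 °C then 30 min ambient, 125 s read. Signal: Fluo-8 calcium dye fluorescence, ex 470-495, em 515-575 nm. Measure: percent activation from peak-to-basal fluorescence ratio, scaled between DMSO and carbachol.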
# PPC-1+TRAIL kill: compounds killing PPC-1 cancer cells with TRAIL present, primary screen, TRAIL potentiator project, ATPLite luminescence, uHTS | hit rate 0.41% among 220,000 | cell killing (% activity), % at 4 µM | AID 1443, 2008 | PPC-1 cells + TRAIL, ATPLite viability luminescence;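 active = cell killing above 50% in the first pass at 4 µM, then a duplicate retest at 5 µM averaging 50% or more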;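 also: plate controls were cells with TRAIL plus DMSO for no effect and medium-only wells lacking cells for full effect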
# Tb hexokinase: Trypanosoma brucei hexokinase 1 inhibitors, primary screen, biochemical, G6PDH-coupled NADH absorbance, MLSCN library; hit rate 0.11% among 220,000; recombinant TbHK1, G6PDH-coupled NADH A340; hexokinase 1 [Trypanosoma brucei]; inhibition, % at 10 µM;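 active = inhibition of 50% or more in the single-dose primary screen; inactive = inhibition below 50%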
# TRPN1 ag: zebrafish TRPN1 channel agonists, primary screen, cell-based, HEK293, calcium fluorescence. transient receptor potential cation channel N1 (TRPN1/NompC), Danio rerio. HEK293 zebrafish TRPN1-YFP, Fluo-8 calcium fluorescence; 100% = response to 87 µM carbachol. activation, % at 3 µM. hit rate 0.18% among 220,000. AID 1424, 2008;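 active = activation above its plate's cutoff, the mean activation of test wells on that plate plus 3 SD, cut at about 19% in these data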;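 also: 0% = DMSO alone and 100% = 87 µM carbachol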
#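 System: zebrafish TRPN1-YFP in HEK293 cells / Dosing: 3 µM single point / Timing: dye loading 1 h at 37 °C, then 30 min room temperature / Signal: Fluo-8 calcium fluorescence, excitation 470-495 nm, emission 515-575 nm / Read-out basis: percent activation from peak over basal fluorescence ratio, control-normalized / Control set: high carbachol 87 µM, low DMSO alone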
# EBV gp42 inh: Epstein-Barr virus gp42 inhibitors, primary screen, biochemical, uHTS, fluorescence polarization. Glycoprotein 42 (Epstein-Barr virus (strain AG876)), Q1HVG2. Fluorescence polarization binding assay, mP read-out. inhibition, % (tested at 21.74 µM). hit rate 0.42% among 220,000; in the data active = inhibition above about 50%
# Target sequence (Q1HVG2 whole entry, looked up): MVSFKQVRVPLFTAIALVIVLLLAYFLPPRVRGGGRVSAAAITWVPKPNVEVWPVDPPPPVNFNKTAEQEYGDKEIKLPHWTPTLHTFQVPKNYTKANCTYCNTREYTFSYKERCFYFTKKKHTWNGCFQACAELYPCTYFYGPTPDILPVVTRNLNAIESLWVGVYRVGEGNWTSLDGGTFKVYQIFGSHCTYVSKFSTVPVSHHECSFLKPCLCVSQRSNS
# Calpain2 inh: inhibitors of pig calpain II, primary screen, biochemical, fluorogenic peptide substrate, 1536-well. purified calpain II, 30 min. inhibition, % at 16 µM. hit rate 0.37% among 220,000. AID 1236, 2008;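 active = inhibition above about 50%, limit read from the data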
# Numbers without * were called inactive; i = inactive; . = not tested or not shown; [ ] = another dose, or the depositor's remark.
SMILES	Thrombin inh	Furin inhibitor	KCC2 mod	TRPML3 agonist	PPC-1+TRAIL kill	Tb hexokinase	TRPN1 ag	EBV gp42 inh	Calpain2 inh
O=C(NCc1ccc2c(c1)OCO2)c1ccccn1	-8	-22[20 µM]	-0.0035	-0.2	7	0	-1.7	7	14
Nc1nc(N2CCOCC2)nc(N(c2ccccc2)c2ccccc2)n1	0	-29	0.51	0.5	8	-7	0.2	2	12
COC(=O)CSc1ncc(OC)c(OC)n1	5	-16[20 µM]	0.034	1.1	-1	6	-0.9	-10	8
CCOC(=O)c1cnc(SCc2cccc3ccccc23)nc1N	1	-17[20 µM]	.	0.9	-16	-9	0.5	6	26
C=CCn1c(-c2ccc(N)cc2)nc2ccccc21	0	-10	-0.48	-0.5	34	-9	-0.2	-14	-94
CC(=O)N1CCN(c2ccc(Nc3ncnc4c3oc3ccccc34)cc2)CC1	0	2	-0.45	1.0	23	-30	5.2	1	26
C/C(=N/NC(=O)C1CC1(c1ccccc1)c1ccccc1)c1cccs1 (stereo not drawn)	-15	-17	1.9	0.4	8	2	0.0	-4	-5
COc1ccc(CCNc2nc3ccccc3n3cnnc23)cc1OC	-5	-8	-0.38	-0.1	-9	-21	2.2	-4	-10
COCCn1nnnc1SCC(=O)N1CCCCC1	1	-15[20 µM]	2.1	0.0	23	1	-0.1	-2	-7
O=C(O)c1cc(-c2cccs2)nn1-c1cccc(Cl)c1	-5	-13	-2.3	0.8	37	2	1.1	-17	-6
COc1ccccc1C(=O)O/N=C(/c1ccncc1)c1ccc([N+](=O)[O-])cc1	8	-18	-2.8	0.2	-6	-2	0.3	0	1
COc1ccccc1NC(=O)c1cccc(S(=O)(=O)N2CCOCC2)c1	-11	-15	-1.1	-0.8	11	0	-1.7	5	2
CN1C(C(=O)NCc2ccco2)CC2Cn3c(nc4cc5ccccc5cc43)C21 (stereo not drawn)	-6	-32	-1.3	.	24	-13	.	-20	-17
C1=C(C(c2nnnn2C2CCCCC2)N2CCCCC2)COc2ccccc21 (stereo not drawn)	-1	-24	-0.054	0.5	6	-10	0.8	-3	-32
CCOc1ccc(CCNC(=O)COc2cc(=O)n(C)c3ccccc23)cc1OCC	19	-15	0.22	-0.6	1	-1	-0.7	-11	3
CCn1c(CN2CCN(c3cccc(C)c3C)CC2)n[nH]c1=S	-3	-30	1.1	-0.1	2	5	-1.0	-15	7
C/C(CC(=O)NC(C)(C)C)=N\NC(=O)c1ccccc1N	29	-10	0.7	0.1	5	5	0.8	6	i
CCN1/C(=C/C=C/c2oc3ccc(-c4ccccc4)cc3[n+]2CC)Oc2ccc(-c3ccccc3)cc21	2	9	i	326*	57*	101*	777*	-81	-203
O=C1C2C3C=CC(O3)C2C(=O)N1CC(O)c1ccccc1 (stereo not drawn)	3	-25[20 µM]	0.17	1.0	-26	-12	-0.1	-9	1
COc1ccc(CC(=O)O/N=C(\N)c2ccccn2)cc1	-7	-7	1.2	-0.7	-7	-6	-0.8	4	-2
COC(=O)C1=C(C)N(CC(C)C)C(=O)/C1=C\c1cccs1	-8	-12[20 µM]	-0.92	-0.1	-2	-18	-0.9	6	18
CC1=C(C#N)CCC(=O)N1Cc1c(C)cc(C)cc1C	1	-6[20 µM]	.	0.0	4	0	-1.7	8	26
CN=C(Nc1ccc(C(=O)OC)s1)c1ccc(Cl)cc1	-11	-34	-0.59	0.6	28	-13	-2.1	-24	-17
Cc1c(NC(=O)C(C)N2C(=O)C3C4C=CC(C4)C3C2=O)c(=O)n(-c2ccccc2)n1C (stereo not drawn)	-10	-16	.	1.0	24	-6	0.6	2	-36
CCN1/C(=C(\O)c2ccccc2)C(=O)c2ccccc2S1(=O)=O	0	-18	1.7	0.0	26	2	-1.6	-19	25
COC(=O)c1ccc(NS(=O)(=O)c2ccc(Cl)cc2)o1	-2	-24	.	1.4	-1	-7	2.5	-8	-6
COC1=CC(=O)CC(C)C12Oc1cc(OC)cc(OC)c1C2=O (stereo not drawn)	0	-31	0.088	.	21	-4	.	-8	-23
CCC(C)(C)n1nnnc1C(c1cc2ccc(OC)cc2[nH]c1=O)N1CCc2ccccc2C1 (stereo not drawn)	-3	0	-1.1	0.8	18	-21	0.7	-6	-136
O=[N+]([O-])c1ccc(N2CCCCC2)cc1	25	11	0.59	-1.0	4	-2	-2.5	-7	22
COc1ccc(OC)c(CNC(=O)CCNC(=O)Cn2ccc3ccccc3c2=O)c1	1	-27	.	-0.8	2	-17	0.0	-5	-8
COCCCNC(=O)C(Cc1ccccc1)NS(=O)(=O)c1ccc2c(c1)c(=O)n(C)c(=O)n2C (stereo not drawn)	4	-5	-0.057	-0.2	9	-2	0.9	-3	24
Cc1ccc(SCc2nc3ccccc3[nH]2)cc1	-3	-26[20 µM]	0.31	-0.8	41	-4	-0.8	-3	-32
O=C(COC(=O)c1ccc(S(=O)(=O)NCc2ccco2)cc1)NCC1CCCCC1	0	-17[20 µM]	0.078	2.0	46	9	1.1	-1	-4
Cn1c(=O)oc2cc(S(=O)(=O)N3CCc4ccccc4C3)ccc21	-1	-19	0.053	.	-12	-1	.	-2	2
COc1cc(C(NC(C)=O)NC(C)=O)ccc1OCc1ccccc1	.	-8	0.66	1.0	19	6	-0.1	-15	31
O=c1c2c(nc(NCCO)n1CC1CCCCC1)-c1ccccc1CC21CCCC1	-16	-24[20 µM]	.	0.4	-2	-19	0.4	-15	-304
Cc1cc(C)c(CN2CCC(CO)(CCOc3ccccc3)CC2)cc1C	-7	-18	.	0.8	-1	-4	0.8	-18	3
COCCNCC(=O)NC12CC3CC(CC(C3)C1)C2	0	2	0.62	1.4	12	27	1.8	-14	-21
Cc1ccc(CN(c2ccc(C(=O)NCC3CCCO3)cc2)S(C)(=O)=O)cc1 (stereo not drawn)	.	-12	-0.12	1.0	21	-2	2.7	-15	-2
CC(C)(C)c1ccc(OCC(O)CS(=O)(=O)c2ccccn2)cc1 (stereo not drawn)	3	-19	.	-0.1	-10	2	0.9	-5	-4
CCOC(=O)Nc1sc(C)nc1-c1ccccc1	13	-9	0.034	0.0	-10	6	0.6	-8	2
CC(=O)c1ccc(-n2nncc2C(C)(C)C)cc1	-3	-23	-0.0019	1.0	3	-2	0.1	-17	17
O=C(/C=C/c1ccco1)NCC1CCCO1 (stereo not drawn)	-11	-8[20 µM]	0.014	0.1	15	0	1.6	-7	11
C/C(=N\Nc1nc2c(s1)CCCC2)c1ccc(Cl)cc1	2	-20[20 µM]	.	-0.4	13	-7	-1.7	-13	-8
COC(=O)c1c(NC(=O)c2ccnn2C)sc(C)c1C	.	-9[20 µM]	.	0.7	.	-13	-0.9	.	.

# Another view of part of the listing above:
smiles: O=C(/C=C/c1ccco1)NCC1CCCO1 (stereo not drawn)
  Thrombin inh: -11; Furin inhibitor: -8[20 µM]; KCC2 mod: 0.014; TRPML3 agonist: 0.1; PPC-1+TRAIL kill: 15; Tb hexokinase: 0; TRPN1 ag: 1.6; EBV gp42 inh: -7; Calpain2 inh: 11

smiles: O=c1c2c(nc(NCCO)n1CC1CCCCC1)-c1ccccc1CC21CCCC1
  Thrombin inh: -16; Furin inhibitor: -24[20 µM]; KCC2 mod: .; TRPML3 agonist: 0.4; PPC-1+TRAIL kill: -2; Tb hexokinase: -19; TRPN1 ag: 0.4; EBV gp42 inh: -15; Calpain2 inh: -304

# Next structures follow.
SMILES	Thrombin inh	Furin inhibitor	KCC2 mod	TRPML3 agonist	PPC-1+TRAIL kill	Tb hexokinase	TRPN1 ag	EBV gp42 inh	Calpain2 inh
O=C(CSc1ccc(Cl)cc1)Nn1cnnc1	0	-7	.	0.3	10	-4	1.5	1	-5
O=C(OC1CCN(c2ncc(C(F)(F)F)cc2Cl)CC1)c1ccccc1	3	-11	-0.55	0.6	2	4	0.6	-12	-14
CC12CCC(C(=O)N(CSC(=S)N/N=C\c3ccccc3O)C1=O)C2(C)C (stereo not drawn)	-6	-10[20 µM]	13*	67*	21	8	-0.5	-9	-22
Cc1ccccc1NC(=O)NCCCN1CCN(C2CCCCC2)CC1	-2	-12[20 µM]	-1	0.3	3	3	1.1	-7	4
N#CC1=C(N)N=C(SCc2cccc3ccccc23)C(C(N)=O)C12CCCCC2 (stereo not drawn)	-7	-3[20 µM]	-1.3	-0.1	-8	-16	-0.4	4	-37
Cc1nn(S(=O)(=O)N2CCCCC2)c(C)c1Br	-11	-7[20 µM]	-0.003	0.8	7	5	-0.4	-10	0
Cc1cc(C)n2nc(SCn3nnc4ccccc4c3=O)nc2n1	1	-6	.	0.3	19	-9	-0.7	-5	4
COc1ccc(CSc2nnc(NC(C)=O)s2)cc1[N+](=O)[O-]	3	-25	-0.13	0.6	2	-1	0.9	-18	-8
COc1cc(OC)cc(-c2nc3ccccc3c(=O)n2OC(=O)c2ccc(Br)cc2)c1	-11	-5	-0.6	-0.3	-5	28	-0.1	3	-26
CN(C)S(=O)(=O)c1ccc(NC(=O)Cc2ccc(S(=O)(=O)N3CCOCC3)s2)cc1	-1	-19	.	1.5	4	6	1.7	-8	1
O=C(CN1CCN(c2ncccn2)CC1)N1CCN(C(c2ccccc2)c2ccccc2)CC1	.	-6[20 µM]	-0.4	-1.2	.	-4	-1.8	.	.
Cc1cccc(CC2SC(N3CCN(c4ccccc4)CC3)=NC2=O)c1 (stereo not drawn)	-4	-24	-1.6	-1.1	4	-7	-1.7	-22	23
Cc1nnc(N2CCOCC2)c2nn(-c3ccccc3)c(C)c12	4	-1	.	-0.4	8	-17	-0.3	-19	-4
Cc1c(NC(=O)c2ccc(S(=O)(=O)N3CC(C)OC(C)C3)cc2)c(=O)n(-c2ccccc2)n1C (stereo not drawn)	-1	-22	0.026	0.3	15	3	0.5	-8	25
CC1CCc2nc(NC(=O)C3CCCO3)sc2C1 (stereo not drawn)	4	-14[20 µM]	-1.5	0.2	30	2	1.2	-25	6
O=C(C1CCN(Cc2ccc(F)cc2)CC1)N1CCN(C/C=C/c2ccccc2)CC1	-2	-29	-0.63	1.8	9	-2	2.2	-8	8
Cc1cccc(NC(=O)COC(=O)c2ccc3c(c2)OCO3)c1C	-8	-31	-0.18	0.6	4	-4	0.6	0	-22
Cc1ccc(OCC(=O)NCCO)cc1C	0	-18[20 µM]	1.2	0.5	27	-7	-0.6	-18	-11
COc1cccc(CN(C)CC(=O)Nc2c(C)cccc2C(C)C)c1	-3	-19	-1.3	0.2	10	1	-2.1	-8	8
Cc1occc1C(=O)N/N=C/c1ccccn1	-9	-10	-0.024	0.4	6	0	-0.3	-7	-20

# Bioassay records (PubChem BioAssay)
